# Source: PubChem BioAssay (National Center for Advancing Translational Sciences (NCATS))
# Nrf2 ARE act = qHTS of Nrf2 Activators; AREc32 ARE-luciferase reporter (MCF7-derived line), luminescence, 24 h; Potency, µM (titrated, usually from 46.1 µM), without a hit: at the top dose activation, most hits filed as activators; 410,000 compounds, 0.31% hits; AID 624171, 2012; further: potency means the concentration at half of the fitted maximal effect; % of control where 0% means no effect; nearly all actives have a fitted effect of over 65% in size
#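 Steps: seed AREc32_Fluc cells (1000/well, 5% FBS OPTI-MEM); incubate overnight at 37 deg C; add 23 nL compound; incubate 24 hr; add Steady-Glo; hold 30 min RT; read luminescence.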
# TGFb SMAD3 inh = qHTS for Inhibitors of TGF-b | 410,000 compounds, 1.2% hits | Potency, µM (doses to about 46.1 µM), for the others: at the top dose activity, negative = inhibition, most hits filed as inhibitors | HepG2 CAGA-GFP TGF-b/SMAD3 reporter, GFP fluorescence, 18 h; TGF-beta stimulated, 500 pg/mL final; further: potency means the concentration at half of the fitted maximal effect; on the % scale 0 is the no-effect control and ±100 the full control effect; nearly all actives have a fitted effect of over 65% in size
#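 First, reporter cells (HEPG2 CAGA-GFP) rested 2 h at 37 degrees C. Next, compounds were pinned in and TGF-beta added to 500 pg/mL final. After 18 h, GFP was imaged per cell and summed per well.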
# A549 tox = Nrf2 qHTS screen for inhibitors: counterscreen for cytotoxicity; Potency, µM (titrated, usually from 46 µM), for inactives: top-dose activity change, negative = cytotoxicity, actives largely listed as inhibitors; 390,000 compounds, 0.16% hits; A549 ARE-Fluc cells, CellTiter-Fluor viability, 18-24 h; further: potency means the concentration at half of the fitted maximal effect; on the % scale 0 is the no-effect control and ±100 the full control effect
#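 A549 ARE-Fluc cells in 5% FBS OPTI-MEM, 5000 cells/well, rested 2 h then exposed to compounds in concentration-response for 18-24 h at 37 °C. Viability by CellTiter-Fluor fluorescence (Ex 405/Em 525) after 30 min; luciferase luminescence (BugLite, 15 min, RT) read afterwards.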
# EPAC2 antag = qHTS for Antagonist of cAMP-regulated guanine nucleotide exchange factor 2 (EPAC2): primary screen | Rap guanine nucleotide exchange factor 4 (Homo sapiens), Q8WZA2 | EPAC2 GEF exchange of Rap1B-BODIPY-GDP, fluorescence | Potency, µM (top dose mostly 114 µM), without a hit: at the highest dose activity, negative = inhibition, actives largely listed as inhibitors | 360,000 compounds, 0.18% hits | AID 720708, 2013; further: potency means the concentration at half of the fitted maximal effect; on the % scale 0 is the no-effect control and ±100 the full control effect; nearly all actives have a fitted effect of over 45% in size; many of its hits are not listed in these tables
# Target sequence (Q8WZA2 whole entry, looked up): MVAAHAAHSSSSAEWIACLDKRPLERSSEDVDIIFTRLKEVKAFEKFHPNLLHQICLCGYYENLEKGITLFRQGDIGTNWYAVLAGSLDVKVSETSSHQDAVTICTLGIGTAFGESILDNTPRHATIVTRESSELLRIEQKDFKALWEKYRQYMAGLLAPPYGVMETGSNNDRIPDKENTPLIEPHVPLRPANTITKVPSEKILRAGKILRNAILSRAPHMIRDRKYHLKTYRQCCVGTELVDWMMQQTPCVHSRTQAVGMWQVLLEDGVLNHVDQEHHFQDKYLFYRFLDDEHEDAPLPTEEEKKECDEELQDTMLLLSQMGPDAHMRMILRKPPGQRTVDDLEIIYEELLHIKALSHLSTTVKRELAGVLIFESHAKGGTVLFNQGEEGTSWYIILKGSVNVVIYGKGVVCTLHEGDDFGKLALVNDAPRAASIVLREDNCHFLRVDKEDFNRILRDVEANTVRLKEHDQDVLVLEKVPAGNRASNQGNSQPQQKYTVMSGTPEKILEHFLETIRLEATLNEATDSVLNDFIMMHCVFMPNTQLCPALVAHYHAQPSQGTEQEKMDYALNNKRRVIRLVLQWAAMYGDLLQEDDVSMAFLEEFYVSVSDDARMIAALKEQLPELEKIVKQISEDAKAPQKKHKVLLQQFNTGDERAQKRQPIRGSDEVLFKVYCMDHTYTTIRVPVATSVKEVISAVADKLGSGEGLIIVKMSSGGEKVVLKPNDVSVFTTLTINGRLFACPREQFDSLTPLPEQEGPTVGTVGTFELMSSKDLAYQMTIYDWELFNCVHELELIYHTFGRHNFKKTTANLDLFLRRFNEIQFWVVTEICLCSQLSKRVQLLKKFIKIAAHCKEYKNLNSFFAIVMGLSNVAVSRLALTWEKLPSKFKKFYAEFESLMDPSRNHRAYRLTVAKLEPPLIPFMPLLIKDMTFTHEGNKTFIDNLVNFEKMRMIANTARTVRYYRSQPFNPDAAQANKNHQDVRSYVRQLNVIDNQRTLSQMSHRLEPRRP
# CCT chaperon mod = High-Throughput Screening for Modulators of Cytosolic Chaperonin Activity; purified chaperonin ATPase assay, HTRF ADP detection, 30 min; 360,000 compounds, 0.3% hits; activity change, % (concentration not given with the values), hits read low; in the data active means activity change below about -30%; further: on the % scale 0 is the no-effect control and ±100 the full control effect
#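 ATPase activity: ADP formed was measured by HTRF Transcreener (665/615 nm ratio) after 30 min at 37 deg C with 10 uM ATP. Compounds screened at one 76 uM concentration against 40 or 20 nM TRiC in Tris pH 7.4/KCl/MgCl2/DTT buffer.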
# Akt phos inh = HTS Assay for Inhibitors of Akt Phophorylation: Primary Screen; 360,000 compounds, 0.32% hits; activity change, % for hits at 50 µM; Neuro2A IGF-stimulated pAkt S473 HTRF, 20 min; hits give low values; in the data active means activity change below about -80%; inconclusive means mostly about -51% to -80%; further: on the % scale 0 is the no-effect control and ±100 the full control effect
#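 Neuro2A cells in DMEM with 0.5% FBS, overnight at 37 deg C, given compound at single 50 µM final, then IGF (6 nM final) for 20 min at 37 deg C. Lysed; phospho-Akt Ser473 by HTRF after 24 h, 665/615 ratio.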
# EPAC2 agonist = qHTS for Agonist of cAMP-regulated guanine nucleotide exchange factor 4 (EPAC2): primary screen; EPAC2 activation, biochemical qHTS; response scale: 100% = 6.5 mM cAMP response; Potency, µM (highest dose often 154 µM), inactives show at the top dose activation, hits mostly activators; 360,000 compounds, 0.079% hits; further: potency means the concentration at half of the fitted maximal effect; nearly all actives have a fitted effect of over 50% in size
#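 Guanine nucleotide exchange by EPAC2 is measured as reduced fluorescence of BODIPY-GDP once it is released from 250 nM Rap1B. Plates are read kinetically for 30 min at room temperature; results are scaled to 6.5 mM cAMP.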
# Nrf2 inh = Nrf2 qHTS screen for inhibitors; A549 ARE-Fluc reporter, luciferase luminescence, 18-24 h; Potency, µM (series often up to 46 µM), for inactives: at the top dose activity change, negative = inhibition, most hits filed as inhibitors; 360,000 compounds, 2.1% hits; further: potency means the concentration at half of the fitted maximal effect; on the % scale 0 is the no-effect control and ±100 the full control effect; nearly all actives have a fitted effect of over 60% in size
#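 A549 ARE_Fluc cells (5000/well, 5% FBS OPTI-MEM) pre-incubated 2 h, then treated with compounds 18-24 h at 37C/5% CO2 in concentration-response. CellTiter-Fluor viability read first; BugLite luciferase luminescence after 15 min at room temperature gives Nrf2 activity.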
# MmCpn inh = Inhibitors of TCP-1 ring complex (TRiC) of Methanococcus maripaludis (MmCpn): qHTS; Chaperonin Mm-Cpn (Methanococcus maripaludis); purified Mm-Cpn ATPase, ADP Transcreener TR-FRET; Potency, µM (series often up to 76.9 µM), inactives show top-dose activity, negative = inhibition, actives largely listed as inhibitors; 330,000 compounds, 0.031% hits; AID 504842, 2011; further: potency means the concentration at half of the fitted maximal effect; on the % scale 0 is the no-effect control and ±100 the full control effect; nearly all actives have a fitted effect of over 80% in size
#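 Measured: ADP formation by purified Mm-CPN. Conditions: 25 nM protein, 10 uM ATP, Tris pH 7.4 with Mg2+, K+ and DTT, 37°C for 30 min. Detection: Transcreener HTRF after 30 min at room temperature.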
# * hit, by the source's call; i = inactive; u = inconclusive; x = no result given; [ ] = another dose, or the depositor's remark. Unless noted, the call rests on the fitted dose curve; in most records, active means well fitted curve in the direction sought with a large enough effect; inconclusive means small, poorly fitted or top-dose-only effect, or another doubt; inactive means no such curve, though single readings can be large; an effect the other way counts as inactive or inconclusive. Only part of the results is shown, so the mix of outcomes need not match the whole.
# Start of the data: the first 2 compounds, ahead of the listing:
SMILES,Nrf2 ARE act,TGFb SMAD3 inh,A549 tox,EPAC2 antag,CCT chaperon mod,Akt phos inh,EPAC2 agonist,Nrf2 inh,MmCpn inh
Cc1cc(NCC2CCCCC2)nc2ccccc12,5.1%,10%,u,-19%,1.2,i,8%,-5%,0%
COC(=O)c1ccc(NC(=O)CN(c2ccc(OC)cc2)S(C)(=O)=O)cc1,3.3%,-7%,1%,-7%,1.2,i,2%,27%,1%

# Results, repeating the preview:
SMILES,Nrf2 ARE act,TGFb SMAD3 inh,A549 tox,EPAC2 antag,CCT chaperon mod,Akt phos inh,EPAC2 agonist,Nrf2 inh,MmCpn inh
Cc1cc(NCC2CCCCC2)nc2ccccc12,5.1%,10%,u,-19%,1.2,i,8%,-5%,0%
COC(=O)c1ccc(NC(=O)CN(c2ccc(OC)cc2)S(C)(=O)=O)cc1,3.3%,-7%,1%,-7%,1.2,i,2%,27%,1%
O=C(CN1CCCCC1)NNc1nc(-c2ccccc2)c2cc(Br)ccc2n1,0.3%,18%,1%,-1%,-1.5,i,10%,3%,0%
CN(c1ccc(OC(=O)CN2C(=O)NC3(CCCC3)C2=O)cc1)S(=O)(=O)c1ccccc1,0.1%,-4%,-2%,12%,-4.1,i,-9%,12%,0%
O=C(Nc1ccc2c(c1)OCCO2)N1CCOCC1,2.1%,-2%,-1%,2%,-3.7,i,14%,u,-1%
Cc1ccc(S(=O)(=O)N/N=C/c2cccc([N+](=O)[O-])c2)cc1,0.5%,-13%,-1%,-7%,-2.3,i,9%,12%,-1%
Cc1cc(Cl)ccc1OCC(=O)NCCC(=O)O,-0.3%,-28%,-2%,-15%,-0.1,i,12%,-9%,0%
COc1ccc(CCNC(=O)CNS(=O)(=O)c2cccs2)cc1OC,-0.9%,11%,u,5%,-0.9,i,1%,4%,1%
COc1ccccc1Nc1cc(C)nc(Nc2ccccc2OC)n1,1.8%,-10%,-5%,2%,-3.9,i,19%,-12%,0%
Cc1ccc(-n2nc3c(=O)n(CCCC(=O)NCCc4ccccc4Cl)nc(C)c3c2C)cc1,1.0%,u,u,x,x,x,x,u,x
CCCCn1c(N)c(N(C)C(=O)c2cc3c(s2)CCCCC3)c(=O)[nH]c1=O,-1.0%,3%,-10%,26%,1.2,i,-3%,15%,0%
Cc1ccc(OCC(=O)N(Cc2ccco2)Cc2ccc(C)o2)cc1,3.7%,-17%,7%,x,x,x,x,-16%,x
COc1ccccc1-c1coc2cc(OC(=O)/C=C/c3ccccc3)ccc2c1=O,0.1%,-24%,4%,-9%,-0.4,i,8%,2%,0%
C=CCc1cccc2cc(C(=O)Nc3ccccc3C(=O)O)c(=O)oc12,6.9%,-2%,1%,-13%,-0.6,i,1%,9%,-1%
Fc1ccccc1Cn1nnc2c(-n3ccnc3)ncnc21,0.4%,8%,-9%,6%,-2.9,i,0%,u,-1%
COc1ccccc1Nc1nc(-c2cccc([N+](=O)[O-])c2)cs1,17%,u,13%,1%,1.6,i,7%,u,-1%
Cc1ccc(/C=C2\Oc3cc(OCC(=O)NN)ccc3C2=O)o1,-0.2%,6%,-7%,7%,-1.0,i,0%,-6%,-1%
COc1cccc(NC(=O)Nn2cnnc2)c1,-0.7%,2%,3%,1%,-3.0,i,2%,3%,-1%
COc1cc2nc(SCc3ccc(C(F)(F)F)cc3)n(Cc3cccs3)c(=N)c2cc1OC,-0.3%,-2%,-2%,11%,1.1,x,0%,-1%,-21%
Cc1ccc2nc(NC(=O)c3ccc(N4C(=O)CCC4=O)cc3)sc2c1,1.7%,1%,-3%,-4%,-1.1,i,-7%,u,-1%
Cc1cccc(NC(=O)CSc2nc(N)c(NC(=O)c3ccccc3F)c(=O)[nH]2)c1,-0.1%,-10%,-13%,16%,-0.1,i,-2%,-2%,-1%
CC(NC(=O)c1ccc2c(c1)CCN2S(C)(=O)=O)c1ccccc1 (centres undefined),0.5%,-7%,15%,x,x,x,x,-1%,x
COc1ccc(CN2C[C@H](Cc3ccccc3)[C@@H](CC(=O)Nc3ccccc3)C2=O)cc1,-0.3%,u,-12%,-20%,-12,i,7%,u,-1%
CCN(CC)S(=O)(=O)c1cccc(NC(=O)COC(=O)c2[nH]c(C)c(C(C)=O)c2C)c1,-0.6%,-20%,x,-9%,-3.5,i,14%,x,x
Cc1ccc(N2C(=O)[C@@H]3C(C(=O)CCN4C(=O)c5ccccc5C4=O)=NN[C@@H]3C2=O)cc1,0.2%,0%,1%,-6%,-0.6,i,4%,5%,-1%
COc1ccc([C@@H]2CC=C(C(=O)O)[C@H](c3ccc(Br)cc3)N2S(=O)(=O)c2ccc(C)cc2)cc1OC,-0.7%,33%,-5%,13%,0.8,i,-1%,-18%,0%
Cc1ccc(NC(=O)CN2C(=O)N/C(=C/c3cccn3-c3ccc(C(=O)O)cc3)C2=O)cc1,-0.6%,-11%,-12%,-15%,2.4,i,2%,u,-3%
CN(C)CCOc1ncnc2c1oc1ccccc12,-0.9%,16%,1%,3%,-2.3,i,-9%,7%,0%
COC(=O)c1sc(N)c(C(=O)OC)c1COC(=O)CCNS(=O)(=O)c1ccc(C)cc1,0.6%,9%,5%,-1%,-1.0,i,6%,u,-16%
Cc1csc(NC(=O)CSc2nncc(=O)n2N)n1,-0.2%,3%,6%,1%,-3.2,i,-4%,-3%,-2%
Cc1nc2c(oc3ccccc32)c(=O)o1,17%,-2%,x,-3%,-1.2,i,8%,u,-2%
NS(=O)(=O)c1ccc(NC(=O)CSc2nc3c(cnn3-c3ccccn3)c(=O)[nH]2)cc1,-0.4%,0%,-4%,-1%,0.1,i,1%,14%,-2%
CCN(CC)C(=O)C1CCCN(C/C=C/c2ccccc2[N+](=O)[O-])C1 (centres undefined),-0.4%,3%,1%,1%,-3.2,i,-4%,-15%,2%
COc1ccc2cc(CCl)c(Cl)nc2c1,7.7%,-10%,-2%,-1%,-3.0,i,5%,-19%,-2%
COc1ccc(C(=O)NCC(c2cccnc2)N2CCN(c3ccccc3OC)CC2)cc1 (centres undefined),0.4%,u,-22%,x,x,x,x,-75%,x
CC(=O)NC(c1ccco1)c1ccc2cccnc2c1O (centres undefined),-1.1%,u,-19%,-3%,-3.3,i,8%,16µM*,1%
COc1ccc(NC2CCCN(C(=O)CN3CCOC3=O)C2)cc1 (centres undefined),-0.4%,-9%,4%,4%,0.7,i,3%,-9%,2%
CCCn1c(=O)c2sccc2n2c(CCCC(=O)Nc3ccc(Oc4ccc(Cl)cc4)cc3)nnc12,0.3%,u,u,x,x,x,x,10%[9.27 µM],x
CC1(C)N=C(c2ccc(Cl)cc2Cl)C(=O)N1,-0.1%,15%,-1%,8%,2.1,i,10%,3%,1%
CCCCCn1c(=O)[nH]c2cc(C(=O)NCCc3ccc(OC)c(OC)c3)ccc2c1=O,-0.5%,3%,-3%,19%,1.3,i,-9%,-5%,2%
O=C(COC(=O)c1ccccc1Cc1ccccc1)NC1CCS(=O)(=O)C1 (centres undefined),0.2%,0%,6%,-8%,-4.3,i,6%,9%,2%
CC1=NN(C(=O)c2ccc(Br)cc2)C(O)(C(F)(F)OC(F)(F)F)C1 (centres undefined),-0.4%,16µM*,-19%,-6%,0.0,i,-2%,u,2%
COc1ccc(CC(=O)N/N=C(\C)CC(=O)NCc2ccco2)cc1OC,0.4%,-2%,-1%,8%,0.3,i,6%,6%,-3%
CC(O)(c1ccc(F)c(F)c1)c1nc(-c2cnc3ccccc3c2)cs1 (centres undefined),-0.6%[9.22 µM],16µM*,x,-7%,3.4,i,8%,x,x
COc1ccc(-c2nc(C#N)c(N3CCN(c4cccc(Cl)c4)CC3)o2)cc1OC,-0.1%,-4%,-6%,-4%,-0.5,i,2%,6%,-3%
Cc1nc(NC(=O)C(C)(C)C)sc1C(=O)Cn1cc(-c2ccc(C(C)(C)C)cc2)nn1,1.3%,x,x,6%,0.1,i,-7%,x,x
O=C(NCc1cccnc1)c1ccc2sc([C@@H]3O[C@H](CO)[C@H](O)[C@H](O)[C@H]3O)nc2c1,-1.1%,1%,x,1%,0.8,i,8%,x,x
O=C1CC2(CCN(C(=O)C(=O)c3c[nH]c4ccccc34)CC2)Oc2ccccc21,-1.0%,-16%,0%,6%,-1.2,i,8%,u,-1%
COc1cccc(-c2ccc(NC(=O)C3CCCN(Cc4cnn(C(C)C)c4)C3)cc2)c1 (centres undefined),-0.7%,u,-7%,-2%,-1.3,i,13%,-15%,-1%
O=C(N/N=C/C=C\c1ccco1)c1ccccn1,u,u,-8%,-5%,3.6,i,-5%,u,-2%
NS(=O)(=O)c1ccc(NNC(=O)c2ccc(Br)o2)c([N+](=O)[O-])c1,0.4%,0%,u,-21%,-6.9,i,6%,u,-6%
Cn1nnnc1SCCCNCc1ccc(Cl)cc1,-0.3%,5%,-3%,x,x,x,x,6%,x
CCn1c(CN2c3ccccc3Sc3ccccc32)n[nH]c1=S,0.1%,-22%,5%,-20%,0.9,i,28%,-12%,4%
Cn1nc(C(=O)NCc2cccc(F)c2)cc1C(=O)NCc1cccc(F)c1,0.8%,-12%,12%,-12%,-1.5,i,9%,-2%,0%
O=C(N/N=C/c1ccccc1[N+](=O)[O-])C(=O)N1CCCC1,u,-2%,2%,6%,1.3,i,0%,-8%,0%
